CAL PDZ FP-1: blocks peptide binding to the human CAL PDZ domain; Q9HD26; purified CAL PDZ, TMR-peptide fluorescence polarization, 1 h; inhibition, % at 24.9 µM; 300,000 tested, 0.92% active; AID 602252;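 active = mean inhibition of at least 30% with at least half of replicates also reaching 30%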;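 also: 0% = DMSO neutral control and 100% = excess unlabeled competitor peptide PRC23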
dFosB act: mouse delta FosB homodimer activation | P13346 | activation, % at 25 µM | 340,000 tested, 0.99% active | purified delta FosB, TAMRA-CDK5 oligo fluorescence polarization; percent of positive-control signal above neutral wells | AID 493131;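 active = mean activation above about 17%, with every replicate also reaching it, limit read from the data, passing the limit was not always enough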;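 also: fluorescence polarization rise as delta FosB binds a TAMRA Cdk5 AP-1 oligo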
Target sequence (P13346 whole entry, looked up): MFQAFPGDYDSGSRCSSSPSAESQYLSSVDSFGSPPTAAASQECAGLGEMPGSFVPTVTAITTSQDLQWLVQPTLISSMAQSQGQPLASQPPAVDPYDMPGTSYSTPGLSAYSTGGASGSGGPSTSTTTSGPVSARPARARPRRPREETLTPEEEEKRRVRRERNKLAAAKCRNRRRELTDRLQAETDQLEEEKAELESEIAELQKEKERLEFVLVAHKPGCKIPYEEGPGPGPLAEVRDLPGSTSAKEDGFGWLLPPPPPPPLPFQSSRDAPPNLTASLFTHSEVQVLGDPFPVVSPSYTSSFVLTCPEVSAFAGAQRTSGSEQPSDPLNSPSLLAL
CDK5 inh: inhibitors of human CDK5/p35 kinase; Q00535+Q15078; Recombinant CDK5/p35, ADP-Glo luminescence, 60 min; inhibition, % at 10 µM; 330,000 tested, 0.01% active;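 active = highest replicate inhibition of at least 50% and at least 75% of replicates reaching 50%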;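 also: plate controls were DMSO neutral control for no effect and GW8510 at 10 µM for full effect; many of its hits are not listed in these tables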
Target sequence (Q00535 whole entry, looked up): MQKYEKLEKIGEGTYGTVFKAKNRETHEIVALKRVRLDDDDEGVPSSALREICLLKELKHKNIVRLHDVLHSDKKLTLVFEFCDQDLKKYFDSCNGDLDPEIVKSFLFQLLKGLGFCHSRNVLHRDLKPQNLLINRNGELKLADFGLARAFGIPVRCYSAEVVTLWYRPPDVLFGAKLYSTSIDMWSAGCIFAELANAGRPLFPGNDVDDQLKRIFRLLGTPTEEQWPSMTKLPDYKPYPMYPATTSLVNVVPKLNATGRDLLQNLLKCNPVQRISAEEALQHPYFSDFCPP
Target sequence (Q15078 whole entry, looked up): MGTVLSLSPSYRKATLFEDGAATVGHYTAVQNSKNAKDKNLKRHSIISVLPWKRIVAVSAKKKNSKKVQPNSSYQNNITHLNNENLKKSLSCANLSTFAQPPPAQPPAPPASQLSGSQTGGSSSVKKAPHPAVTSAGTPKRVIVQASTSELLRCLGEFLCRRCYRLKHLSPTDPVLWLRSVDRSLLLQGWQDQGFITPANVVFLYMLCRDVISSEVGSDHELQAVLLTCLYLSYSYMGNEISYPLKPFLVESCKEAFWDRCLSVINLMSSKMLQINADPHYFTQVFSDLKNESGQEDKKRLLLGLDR
cardiac RTF act: cardiac RTF calcium sensitization. P19429+P45379. AID 493008. IANBD-labeled TnC RTF fluorescence at EC20 calcium; 0% EC20 calcium, 100% full calcium. 340,000 tested, 0.24% active. activation, % at 7.2 µM;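 active = activation above the mean over all tested compounds plus 3 SD, cut at about 30% in these data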;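 also: rise in fluorescence read as greater calcium sensitivity of cardiac thin filaments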
Rtt109 HAT inh: blocks Candida albicans Rtt109/Vps75 acetyltransferase activity. Q5AAJ8. purified Rtt109/Vps75, ThioGlo CoA-SH fluorescence, 4 h. inhibition, % at 34.9 µM. 330,000 tested, 0.16% active;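 active = inhibition of at least 50% in every replicate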
CAL PDZ FP-2: inhibitors of human CAL PDZ peptide binding; purified CAL PDZ, TMR-peptide fluorescence polarization, 1 h; AID 504414; 330,000 tested, 0.02% active; inhibition, % at 20 µM; Q9HD26;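 active = highest replicate inhibition of at least 40%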;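 also: plate controls were DMSO neutral control wells for no effect and unlabeled competitor peptide control wells for full effect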
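Test system: purified CerCALP PDZ construct; Compound dosing: one concentration, 20 µM compound; Also added: TMR-labelled reporter peptide T*-PRC34 bound in PDZ groove; Read-out: inhibition from polarization loss; Controls: unlabelled peptide and DMSO controls; Signal: FP readout, S and P plane fluorescence; Incubation: 1 h at RT.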
MITF TRPM1 HTS: MITF TRPM1 promoter activation in melanoma cells. SK-MEL-5 TRPM1-promoter luciferase, 24 h; % of positive control, neutral wells = 0. activation, % at 12.5 µM. 300,000 tested, 0.75% active. AID 588334;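 active = mean activation of at least 80% with every replicate also reaching 80%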;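 also: 0% = neutral control wells and 100% = parthenolide positive control wells; values of inactives mirror those of a sister screen read the other way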
V-ATPase pHluor: regulators of yeast V-ATPase proton transport | response, % at 10 µM | AID 504577 | S. cerevisiae, pHLuorin cytosolic pH fluorescence | 350,000 tested, 0.37% active; in the data active = response mostly above about 7.3%, no sharp cut-off; inactive = mostly below about 5.4%; also: actives read high; inactives centre near 0; some compounds called inactive have numbers as strong as hits
Tat transport: blocks Tat-dependent protein export in E. coli. inhibition, % at 10 µM. 340,000 tested, 0.036% active. E. coli MC4100 TorA-mCherry Tat export, fluorescence. AID 488895;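 active = mean replicate inhibition at least 50% and at least half of replicates individually reaching 50%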;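 also: exported cargo escapes ClpAP degradation while cytoplasmic cargo is degraded and loses fluorescence; 0% = median of neutral control wells and 100% = median of NaSCN control wells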
Wnt act: activators of Wnt/beta-catenin signaling. activation, % at 9.35 µM. Wnt/beta-catenin reporter cell assay, activator, plate reader. 300,000 tested, 1.2% active. AID 743398; in the data active = activation above about 30%, passing the limit was not always enough;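 also: 0% = neutral control wells and 100% = positive control wells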
An asterisk follows results filed as active; · = not tested or not shown.

SMILES	CAL PDZ FP-1	dFosB act	CDK5 inh	cardiac RTF act	Rtt109 HAT inh	CAL PDZ FP-2	MITF TRPM1 HTS	V-ATPase pHluor	Tat transport	Wnt act
Cc1ccc(-c2nnn(CC(=O)N(CCN3CCOCC3)C(C(=O)NC(C)(C)C)c3ccc(C)o3)n2)cc1 (stereo unspecified)	-15	-8	-0.1	3	-3	·	-2	-1	-3	1
COC(=O)COn1c(SC(C)C)nc2ccccc2c1=O	1	-2	-1.5	-1	11	0.2	·	0	-3	-9
COc1cc(S(=O)(=O)NC2CCCCC2C)ccc1F (stereo unspecified)	-4	1	-1.6	-3	1	-1.6	5	3	-7	-1
Cc1cc(C)n2nc(C(=O)NCc3cccc(C(F)(F)F)c3)nc2n1	0	6	-5.4	12	-2	-3.2	10	4	2	-1
Cc1cccc(C(=O)NCC(=O)OCC(=O)N(C)CC(=O)Nc2ccc(F)cc2)c1	0	1	-0.1	1	-2	-1.9	-7	-1	-5	0
COc1ccccc1N(CC(=O)Nc1c(C)cccc1C)S(C)(=O)=O	-3	-4	-2.5	4	·	-1.8	-5	4	-3	·
O=C(N/N=C/c1cccnc1)c1ccccc1OCc1cccc(Br)c1	-3	-31	-2.4	-1	5	-3.8	-9	-1	6	-2
Cc1csc2ncc(C(=O)Nc3cccc(C(F)(F)F)c3)c(=O)n12	·	-7	1.6	2	2	-0.5	28	4	-6	3
CC(C)(C)c1ccc(C(=O)N2CCN(C(=O)c3ccco3)CC2)cc1	-5	-7	1.0	0	6	-0.2	3	3	3	0
O=S(=O)(Nc1cc(S(=O)(=O)N2CCOCC2)ccc1NCC1CCCO1)c1ccccc1 (stereo unspecified)	-17	3	-0.5	-1	7	-3.0	-3	-3	-1	2
CN(C)CCOC(=O)C12CC3CC(CC(C3)C1)C2	-6	0	1.5	1	-5	-0.8	6	1	-5	·
COc1ccccc1C/C(N)=N/OC(=O)/C=C/c1ccccc1	-2	-1	-4.0	3	·	-2.1	17	4	-7	27
CN(C)c1cccc(C(=O)NC2CCCCCC2)c1	-1	-7	-0.3	2	3	-2.1	59	-2	3	·
CC(=O)NC1=NN(C(C)=O)C(C)(CS(=O)(=O)c2ccc(C)c(C)c2)S1 (stereo unspecified)	-3	-4	0.2	5	3	-0.2	1	1	4	1
COC(=O)C1=CN(c2cccc(C)c2)C=C(C(=O)OC)C1c1cc(OC)c(O)c([N+](=O)[O-])c1	·	-6	-1.6	-3	-7	-0.1	-5	2	-3	·
CCOC(=O)Nc1ccc2c(c1)N(C(=O)CCN(C)C)c1ccccc1CC2	·	-3	1.1	1	5	-0.6	0	1	-5	-4
CCOc1ccccc1C(=O)N(C)CC(=O)Nc1ccc(OC)cc1	-3	6	1.3	-4	-1	-2.6	·	-6	6	0
COC(=O)C1=C(C)NC(C)=C(C(=O)OC)C1c1ccc(NC(C)=O)cc1	-3	-5	1.5	1	-6	-2.4	-3	-4	-1	-4
O=C(CCCc1ccccc1)Nc1cccc2c1CCCC2	-3	1	-0.2	4	-12	0.8	3	2	3	·
Cc1cccc(Cn2cnc3c(N)c(C)c(C)cc32)c1	5	2	1.1	-1	·	0.1	-12	1	11	-1

Entries of single compounds from above. Order of values: CAL PDZ FP-1	dFosB act	CDK5 inh	cardiac RTF act	Rtt109 HAT inh	CAL PDZ FP-2	MITF TRPM1 HTS	V-ATPase pHluor	Tat transport	Wnt act
Listed for O=S(=O)(Nc1cc(S(=O)(=O)N2CCOCC2)ccc1NCC1CCCO1)c1ccccc1 (stereo unspecified) → -17	3	-0.5	-1	7	-3.0	-3	-3	-1	2
Listed for Cc1cc(C)n2nc(C(=O)NCc3cccc(C(F)(F)F)c3)nc2n1 → 0	6	-5.4	12	-2	-3.2	10	4	2	-1
Listed for O=C(CCCc1ccccc1)Nc1cccc2c1CCCC2 → -3	1	-0.2	4	-12	0.8	3	2	3	·

Additional entries
SMILES	CAL PDZ FP-1	dFosB act	CDK5 inh	cardiac RTF act	Rtt109 HAT inh	CAL PDZ FP-2	MITF TRPM1 HTS	V-ATPase pHluor	Tat transport	Wnt act
CCCn1c(N)c(N(CCOC)C(=O)c2ccc([N+](=O)[O-])cc2Cl)c(=O)[nH]c1=O	-5	0	-0.4	0	-15	-2.2	·	-3	10	0
O=C(O)c1ccc(NCc2cccc(Br)c2)cc1	3	-1	-2.3	4	-4	-1.8	-4	1	3	·
CSc1nnc2c3c4c(sc3c(=O)n(-c3ccccc3)n12)CC(C)(C)OC4	-1	-2	-0.1	-2	-9	-0.4	-13	-1	-6	-4
O=C(Cn1cnc2c(nnn2Cc2ccccc2)c1=O)NCc1ccccc1Cl	-2	13	-4.3	8	-8	-1.3	0	3	-6	-1
COc1ccc(C(CNC(=O)CCNC(=O)c2ccc(Br)cc2)N2CCOCC2)cc1 (stereo unspecified)	5	-7	-3.6	7	0	-0.1	-1	0	-1	0
O=C(Nc1nnc(-c2cccs2)o1)c1cccc(Oc2ccccc2)c1	·	-15	-0.4	2	15	-0.2	9	1	-2	-1
COc1ccc(OC)c(NC(=O)C2CCCN(S(=O)(=O)c3cccc4nsnc34)C2)c1 (stereo unspecified)	1	-6	-0.4	-2	0	1.3	-4	-3	11	-5
COc1ccc(N2CCN(C(=O)CN3C(=O)NC(C)(c4ccc5ccccc5c4)C3=O)CC2)cc1 (stereo unspecified)	-1	-14	-0.5	0	5	1.3	-9	1	2	-1
COc1ccc(N2C(=O)CC(N3CCN(S(=O)(=O)c4c(C)cc(C)cc4C)CC3)C2=O)cc1 (stereo unspecified)	-3	-9	-0.4	-2	-4	0.1	-4	2	-1	-2
Cc1cc(C)cc(NC(=O)NC(C)C2CCCO2)c1 (stereo unspecified)	-1	-7	0.9	2	56*	-1.6	9	0	-1	-2
C=CCn1nc(-c2ccccc2)cc1C(=O)OCC	-1	-3	-1.4	3	-2	-0.8	-9	12	-8	2
CC(=O)Nc1ccc(C(=O)OCc2ccc(Br)cc2)cc1	0	-7	-1.6	6	35	-2.1	5	0	-2	-1
CC(=O)c1c(C(C)=O)c(C)n(-c2nc(-c3ccc(C)c(C)c3)c(C)s2)c1C	-1	-2	-0.4	-4	-5	-1.9	-11	0	-1	-2
COc1cc(/C=N/NC(=O)NC2CCCCC2)cc(OC)c1O	-3	-3	1.3	-3	6	-0.4	-1	-2	-4	1
CCOc1ccc(-n2ccnc2SCC(=O)Nc2nnc(CC)s2)cc1	-2	-10	0.5	-1	10	-1.4	-2	-1	-13	-1
Cc1ccc(NP(=O)(c2ccc(N(C)C)cc2NC(=O)c2cccs2)N2CCOCC2)cc1Cl (stereo unspecified)	1	-10	-6.0	15	4	0.1	-22	-3	4	·
OC(COc1ccc2cc(Br)ccc2c1)Cn1ccnc1 (stereo unspecified)	-4	-6	0.3	-2	-3	-6.2	·	4	-6	4
CC(C)CCN1CCN(CCCc2ccccc2)CC1CCO (stereo unspecified)	·	-6	-0.1	-3	-18	-0.6	5	2	-5	-3
Cc1ccc(S(=O)(=O)N2CCN(C3CC4CCC3C4)CC2)cc1 (stereo unspecified)	0	-8	0.5	-2	1	-3.3	-10	4	-8	-2
CCOC(=O)C1(CCCc2ccccc2)CCN(C(=O)c2cncs2)CC1	3	-19	-1.9	7	0	-1.1	-1	2	1	0
COc1ccccc1NS(=O)(=O)c1cccc(C(=O)NCC(c2ccco2)N2CCCCC2)c1 (stereo unspecified)	-1	-3	2.8	-8	23	-2.8	-1	-9	-1	0
CCOC(=O)c1ccc(NC(=O)CCc2nnc3ccc(N4CCN(C)CC4)nn23)cc1	-4	-15	-0.4	-3	-1	-2.7	2	2	-2	1
Cc1cccc(NC(=O)CN(C)S(=O)(=O)c2ccccc2)n1	-6	4	1.3	-4	-3	0.0	14	-1	-2	-1
CSc1nnnn1-c1ccc(C(=O)OCC(=O)N2CCOCC2)cc1	2	-2	0.6	0	-2	-0.4	·	-5	-1	·
O=C(Nc1ccc(Cl)cc1C(=O)N1CCOCC1)c1ccco1	3	1	-0.1	2	6	-2.9	-7	1	5	0
C[C@H]1COC(=O)[C@H](CC(=O)OC(C)(C)C)C/C=C\C[C@@H](CC(=O)N[C@H](CO)Cc2ccccc2)C(=O)N1	3	4	1.3	5	-7	0.0	8	0	2	-2
COc1ccccc1-c1nnc(SCC(=O)Nc2nc(-c3ccccc3)cs2)n1C	-2	14	-1.3	4	3	-2.5	·	-4	5	-5
COc1ccc(NC(=O)NC(C)c2ccncc2)cc1OC (stereo unspecified)	-2	1	-2.6	3	-5	-2.5	10	-3	-6	·
CC1CCCC(NC(=O)COC(=O)Cc2ccc(Br)cc2)C1C (stereo unspecified)	-2	-6	-0.1	·	2	-1.0	0	-1	1	-2
CC[C@@]1(C(=O)OC)N[C@H](CN(C)C(=O)Nc2ccccc2)[C@@H]2C(=O)N(Cc3ccccc3)C(=O)[C@@H]21	0	-1	0.7	5	0	0.6	1	1	-6	-2
COCCCNc1ncnc2c1nc1n2CCCC1	-1	-3	-4.3	9	-1	-2.0	9	-3	12	0
COc1ccccc1-n1cc(-c2ccc(Cl)cc2)[nH]c1=O	-9	-2	-1.5	2	1	0.0	-8	-4	-5	5
Fc1ccccc1OCCCCn1cncn1	·	2	0.8	7	-11	-0.9	-6	-2	-9	·
Cc1ccc(-n2cc(CN3CCC(O)(c4ccccn4)CC3)c(-c3ccc(F)cc3)n2)cc1	2	-5	2.4	10	-1	·	8	14	-1	0
COc1ccc(C2=NOC(C(=O)NCc3cccnc3)C2)cc1OC (stereo unspecified)	·	7	-2.6	3	2	-0.7	-2	2	6	0
COC(=O)c1ccccc1NC(=O)C1CCN(C(=O)c2ccc(OC)cc2)CC1	-4	3	-1.0	-2	1	-0.6	0	-3	1	·
COc1ccc(Cl)cc1NC(=O)CC(C)=O	·	-2	-0.5	-5	8	-0.6	·	1	-17	-1
O=C(CN1CCN(S(=O)(=O)c2cccc(Br)c2)CC1)N1CCCCC1	4	-2	-0.7	0	0	-1.2	-1	0	-5	-1
COc1cc(/C=N/NC(=O)CN(Cc2ccco2)S(=O)(=O)c2ccccc2)ccc1O	-8	-8	2.1	-1	8	-0.7	9	1	12	-4
Cc1ccc(S(=O)(=O)N2CCN(c3ccccc3)CC2)c(C)c1	-3	-6	1.2	-6	15	-1.1	-7	2	8	1
CCN(C(=O)CSc1nnc(Cn2nnc3ccccc32)o1)c1nc(-c2ccccc2)cs1	-5	-8	0.8	4	-5	-0.1	5	4	14	-3
Cc1oc(-c2ccc3c(c2)OCCO3)cc1C(=O)O	·	-4	7.0	4	-7	1.0	-51	-1	-9	6
O=C(CCC(=O)c1cccs1)NC1CCCCCC1	·	-2	-3.4	-1	3	-2.7	13	0	-17	4
CCC(=O)Nc1c(C)n[nH]c1C	-1	6	-0.1	-3	8	0.3	-9	1	-6	·
O=C(O)c1cnc(-c2ccccc2)nc1Sc1ccc(Cl)cc1Cl	0	-1	-1.4	10	4	·	·	2	12	·
CCOc1ccc(-n2c(=O)c3c4c(sc3n(CC(=O)NCCCOC)c2=O)CCCCC4)cc1	3	8	-0.1	-1	-1	-0.1	5	-1	6	3
O=C(NCCCN1CCOCC1)c1c(-c2ccccc2)sc2ccccc12	-4	0	-2.6	-5	-30	0.6	3	-1	-3	-1

Screens deposited in PubChem BioAssay by several laboratories.
